High-throughput results (PubChem BioAssay)
MT1-MMP act inh – inhibitors of human MT1-MMP activation; 0.061% of 360,000 active; GFP/RFP ratio change, % at 20 µM; P50281; HT1080 RFP-PRO-GFP cells, GFP/RFP ratio fluorescence, overnight; percent of plate control window, DMSO zero;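 active = GFP/RFP ratio change of at least 30% with cell ATP level not reduced by more than half and red fluorescence within 50% of control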; note: strong numbers were not always called active
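Test system: HT1080 cells expressing an RFP-PRO-GFP fluorescent reporter construct / Compound dosing: single-point 20 µM compound, 1% DMSO / Schedule: cells overnight before dosing, compound overnight, 37 °C, 5% CO2 / Evaluation: GFP/RFP fluorescence ratio / Control set: DMSO and RFP-L50D-GFP cell wells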
SUMO1 PPI mod – alters human SUMO1 binding to SIM partners | 0.33% of 360,000 active | SUMO1 binding to a labelled peptide, TR-FRET, 1 h | inhibition, % at 20 µM; in the data active = inhibition above about 37%
Rpn11 inh – Rpn11 (human) deubiquitinase inhibition. O00487. human 26S proteasome, Ub4-pepOG fluorescence polarization; 20S core pre-blocked with epoxomicin. 0.59% of 360,000 active. calls only at 20 µM;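 active = inhibition at 20 µM, scaled to each plate's controls, above about 33%, limit read from the data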
LMPTP block – blocks human LMPTP phosphatase; P24666; recombinant LMPTP-A, OMFP fluorogenic substrate, fluorescence intensity; inhibition, % at 20 µM; 0.22% of 360,000 active; AID 651560;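 active = compounds that cut the enzyme signal by at least half of the control window in the single-dose screen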;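 note: plate controls were DMSO wells with enzyme plus substrate for no effect and substrate without enzyme for full effect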
Target sequence (P24666 whole entry, looked up): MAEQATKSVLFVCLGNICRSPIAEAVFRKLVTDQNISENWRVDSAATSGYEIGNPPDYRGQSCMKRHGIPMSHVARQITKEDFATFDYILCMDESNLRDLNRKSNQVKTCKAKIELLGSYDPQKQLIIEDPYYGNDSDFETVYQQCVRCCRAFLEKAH
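Test system – LMPTP-A enzyme · Amount – LMPTP-A at 0.625 nM final in the reaction · Buffer or medium – Bis-Tris pH 6.0, DTT, detergent · Reagent – OMFP 400 µM · Doses – single 20 µM dose · Schedule – reaction 50 min, room temperature, dark · Detection – fluorescence intensity of OMFP turnover product · Evaluation – percent inhibition versus substrate-only and uninhibited controls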
DNMT1 inh – DNMT1 (human) enzyme inhibition. P26358. DNMT1 molecular beacon, Hinp1I cleavage, fluorescence. inhibition (reported as % activation of signal), % at 10 µM. 0.83% of 360,000 active; in the data active = inhibition above about 50%
NRP1-CendR mod – alters CendR peptide binding to human NRP-1; O14786; inhibition, % at 25 µM; FAM-RPARPAR peptide binding to NRP-1, fluorescence polarization; 0.85% of 360,000 active;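 active = inhibition or corrected inhibition above about 18%, plus a signal ratio from 0.5 to 1.5, limit read from the data, passing the limit was not always enough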; note: strong numbers were not always called active
Target sequence (O14786 whole entry, looked up): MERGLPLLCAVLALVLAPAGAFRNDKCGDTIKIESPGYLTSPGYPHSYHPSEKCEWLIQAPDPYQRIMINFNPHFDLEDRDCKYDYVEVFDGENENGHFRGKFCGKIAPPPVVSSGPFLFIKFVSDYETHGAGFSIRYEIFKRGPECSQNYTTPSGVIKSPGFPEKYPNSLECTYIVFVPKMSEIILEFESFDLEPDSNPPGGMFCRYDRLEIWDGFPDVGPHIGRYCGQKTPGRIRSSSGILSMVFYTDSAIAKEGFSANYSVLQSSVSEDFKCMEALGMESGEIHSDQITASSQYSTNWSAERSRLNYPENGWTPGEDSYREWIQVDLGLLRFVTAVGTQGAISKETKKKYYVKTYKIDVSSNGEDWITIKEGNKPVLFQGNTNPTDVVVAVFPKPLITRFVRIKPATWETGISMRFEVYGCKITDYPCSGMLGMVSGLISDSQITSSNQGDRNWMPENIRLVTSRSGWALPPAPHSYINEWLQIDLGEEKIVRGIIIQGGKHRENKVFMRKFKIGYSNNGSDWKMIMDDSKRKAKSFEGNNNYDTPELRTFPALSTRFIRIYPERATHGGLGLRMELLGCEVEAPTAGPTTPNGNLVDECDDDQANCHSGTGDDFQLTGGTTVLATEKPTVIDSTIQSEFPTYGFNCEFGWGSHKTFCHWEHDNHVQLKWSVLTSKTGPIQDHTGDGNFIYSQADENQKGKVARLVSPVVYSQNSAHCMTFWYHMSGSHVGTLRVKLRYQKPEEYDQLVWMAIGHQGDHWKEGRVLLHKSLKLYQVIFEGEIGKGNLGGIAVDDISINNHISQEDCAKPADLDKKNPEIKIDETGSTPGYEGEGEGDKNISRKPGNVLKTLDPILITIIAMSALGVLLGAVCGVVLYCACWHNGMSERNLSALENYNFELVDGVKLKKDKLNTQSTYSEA
Scp1 inh – Scp-1 (human) phosphatase inhibition; 0.88% of 340,000 active; Recombinant Scp1, phosphopeptide, malachite green phosphate absorbance; AID 493091; Q9GZU7; inhibition, % at 20 µM;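 active = inhibition above about 50% at 20 µM, limit read from the data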;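 note: plate controls were DMSO wells with enzyme for no effect and wells lacking enzyme for full effect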
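Test system: SCP-1 catalytic domain; Buffer or medium: Acidic Tris acetate buffer with magnesium and detergent; Also added: Phosphorylated 17-residue peptide substrate; Compound: single 20 µM dose, 1% DMSO; Schedule: enzyme reaction 45 min at room temperature, colour 5 min, stabilisation 30 min; Signal: Phosphate-binding colour reagent, absorbance read at 630 nm.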
NadD inh – inhibitors of Staphylococcus aureus NadD; purified NadD enzyme, colorimetric absorbance read-out; 0.78% of 360,000 active; inhibition, % at 20 µM; AID 602399; in the data active = inhibition above about 26%; note: some compounds past the cut are filed as inactive
SKN-1 block – blocks SKN-1 activity in C. elegans. C. elegans VP596 Pgst-4::GFP/RFP ratio, acrylamide-induced, 24 h. inhibition, % at 21.8 µM. 0.49% of 360,000 active. AID 624304;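 active = interference check ratio from 0.5 to 1.5 plus GFP to RFP signal ratio inhibition reaching or exceeding a fixed threshold, cut at about 30% in these data, passing the limit was not always enough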; note: some compounds called inactive have numbers as strong as hits
STEP inh – STEP (human) phosphatase inhibition. P54829. recombinant STEP, OMFP fluorogenic substrate, fluorescence. inhibition, % at 20 µM. 0.25% of 360,000 active. AID 588621;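 active = inhibition at 20 µM, scaled per plate between control wells, above about 37%, limit read from the data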;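 note: 0% = DMSO with enzyme and substrate and 100% = substrate only without enzyme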
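System: STEP (striatal-enriched tyrosine phosphatase) enzyme, cell-free; medium: Bis-Tris pH 6.0 buffer with DTT, detergent; dosing: 20 µM, 1% DMSO; times: reaction 20 min, ambient temperature; detection: fluorescence, 480/540 nm; read-out basis: normalized % inhibition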
An asterisk follows results filed as active; i = inactive; nt = no result given.

SMILES	MT1-MMP act inh	SUMO1 PPI mod	Rpn11 inh	LMPTP block	DNMT1 inh	NRP1-CendR mod	Scp1 inh	NadD inh	SKN-1 block	STEP inh
COc1cc(C2c3c(oc4ccccc4c3=O)C(=O)N2c2ccc(C)cn2)ccc1O (stereo not drawn)	-1	-23	i	-1.5	1	1	-4	-1	-3	0
COC(=O)c1ccc(NC(=O)C2CCCN2S(=O)(=O)c2ccc(OC)cc2)cc1 (stereo not drawn)	0	1	i	-0.6	2	15	-7	-7	7	3
Cc1ccc(CN2CCN(/N=C/c3ccc(C)s3)CC2)cc1	2	-6	i	-1.1	-1	-3	-7	0	0	2
Cc1ccccc1-c1ccccc1N	4	2	i	-0.8	-2	-3	2	-2	-1	-1
C[C@@H](NC(=O)c1nc[nH]c1C(=O)N[C@@H](Cc1ccccc1)C(=O)OCc1ccccc1)c1ccccc1	3	1	i	2.1	-8	12	-5	-1	14	-2
CCOC(=O)c1cc2c(=O)n3cccc(C)c3nc2n(CCOC)c1=NC(C)=O	0	-34	i	-1.3	-3	4	-7	1	10	1
CC(C)CCN(CCC(C)C)C(CO)(CO)CO	-3	3	i	-0.2	13	-9	9	2	-4	2
CCc1cc2ccccc2nc1SCC(=O)N1CCN(C(=O)c2ccco2)CC1	0	0	i	-0.6	-1	-3	4	1	17	-1
CN(Cc1ccccc1)C(=O)COC(=O)C1CCN(S(=O)(=O)c2cccs2)CC1	2	-1	i	0.2	0	8	-5	-4	11	-3
CCN1CCN(CC(O)COc2ccc(C(C)=O)cc2)CC1 (stereo not drawn)	-1	6	i	-4.3	-2	-7	9	-2	5	6
Cc1c(C(=O)N2CCCCC2)nn(-c2ccc(Cl)cc2)c(=O)c1C#N	2	-21	i	-0.6	-7	12	-5	0	6	-4
COc1ccc(-c2cnnc(N/N=C/c3ccc(O)cc3)n2)cc1	10	-7	i	2.6	-1	4	-3	9	-8	1
CC(=O)Nc1nc(NCc2ccccc2Cl)n(-c2ccccc2)n1	0	2	i	-0.6	3	10	-7	-8	19	-1
c1ccc(COc2cccc(CNCc3ccccn3)c2)cc1	4	-2	i	0.4	0	-3	1	-4	16	-1
CCCCn1c(N)c(N(CCOC)C(=O)c2cc(-c3ccco3)nc3ccccc23)c(=O)[nH]c1=O	-2	7	i	9.3	43	7	58*	2	-5	4
CCCCOC(=O)c1ccc(NC(=O)/C=C/c2cccs2)cc1	-5	-6	i	4.9	-11	5	-13	-5	37*	0
Cc1noc(C)c1C(=O)Nc1nc2ccc(Cl)cc2s1	0	4	i	1.2	-3	15	1	-6	0	-1
Cc1nc2ccccn2c(=O)c1NC(=O)c1ccco1	3	-3	i	-0.8	0	8	nt	1	-3	-4
CCOc1ccc(NC(=O)COc2ccc(C(=O)NC3CCCc4ccccc43)cc2OC)cc1 (stereo not drawn)	-7	-6	i	1.1	11	-6	4	0	-10	3
O=C(COC(=O)c1ccccc1Nc1ccccc1F)c1ccccc1	-1	4	i	2.7	2	2	-14	-1	5	0
CCOc1ccc(S(=O)(=O)N2CCN(S(=O)(=O)c3ccc(C)c(C)c3)CC2)cc1	-9	13	i	-0.1	23	4	6	1	-8	-5
CC(=O)C1=C(O)C(=O)N(c2ccc(S(N)(=O)=O)cc2)C1c1ccccc1F (stereo not drawn)	1	-12	i	-1.1	2	-6	0	2	-3	0
Cc1cc(C)n2nc(SCC(=O)NC3CCCC(C)C3C)nc2n1 (stereo not drawn)	2	3	i	-0.4	-1	-4	1	-1	-14	-2
COc1ccc(C(=O)C2CCCN(Cc3cnc(N4CCCC4)s3)C2)cc1OC (stereo not drawn)	-1	-4	i	-0.5	2	8	-4	-2	7	0
O=C(C[n+]1ccccc1)Nc1ccc(Oc2ccccc2)cc1	-1	1	i	-0.3	2	3	18	0	0	-2

3 compounds already listed, arranged by the number in NRP1-CendR mod, smallest number first:
Molecule,NRP1-CendR mod
CC(C)CCN(CCC(C)C)C(CO)(CO)CO,-9
Cc1ccc(CN2CCN(/N=C/c3ccc(C)s3)CC2)cc1,-3
O=C(COC(=O)c1ccccc1Nc1ccccc1F)c1ccccc1,2

(continued)
SMILES	MT1-MMP act inh	SUMO1 PPI mod	Rpn11 inh	LMPTP block	DNMT1 inh	NRP1-CendR mod	Scp1 inh	NadD inh	SKN-1 block	STEP inh
Cc1oc(-c2ccccc2)nc1CS(=O)CC(=O)NC1CCCCCC1 (stereo not drawn)	-2	5	i	-0.5	-2	5	1	2	11	0
Cc1cc(C(=O)NN=C(CCC(=O)O)c2cccs2)c(C)o1	3	2	i	-0.8	1	0	7	7	5	-1
CC1(C)Cc2cccc(OCC(=O)N3CCN(c4ccc(F)cc4)CC3)c2O1	4	2	i	1.1	0	10	-6	-4	6	2
Cc1cc(N2CCN(C)CC2)nc2ccc(NC(=O)CCC(=O)N3CCN(c4ccc([N+](=O)[O-])cc4)CC3)cc12	3	-28	i	8.3	-6	12	-4	1	21	2
CCN(CC(=O)Nc1ccc(C(=O)Nc2ccc(OC)cc2)cc1)Cc1nc2ccccc2c(=O)[nH]1	-4	-9	i	1.0	-8	-2	-3	9	-8	2
COC(=O)[C@@]1(Sc2ccc(C)cc2)CC(=O)N(C(=O)c2ccccc2)[C@@H]1c1ccccc1	-5	5	nt	1.0	nt	-11	nt	3	0	nt
COc1cccc(CNC(=O)Cc2ccc(S(=O)(=O)N3CCOCC3)s2)c1	-1	-5	i	0.3	3	-17	-1	-3	-9	0
C/C(CCc1ccc2c(c1)OCO2)=N\NC(=O)c1ccccc1	3	0	i	-2.7	-1	7	1	-2	0	-1
Cc1cccc(NS(=O)(=O)c2cccc(C(=O)NCC(c3ccco3)N3CCCCC3)c2)c1 (stereo not drawn)	2	1	i	2.7	0	15	0	1	-12	2
COc1ccc(N2CCN(CC(=O)Nc3ccccc3C(=O)NC(C)c3ccccc3)CC2)cc1 (stereo not drawn)	-2	-1	i	0.6	-3	7	nt	-3	-1	-2
Cc1c(C(=O)Nc2ccncc2)oc2c1C(=O)CC(C)(C)C2	18	-1	i	-0.5	1	-1	3	3	13	-1
CON(C)C(=O)CCN(Cc1ccccc1)C(=O)OC(C)(C)C	-1	0	i	-0.1	-2	18	-5	4	19	-2
CN(C)CC(CCCCC(CN(C)C)C(=O)c1ccccc1)C(=O)c1ccccc1 (stereo not drawn)	-1	-9	i	-1.5	2	6	-7	-6	9	3
Cc1ccccc1C(=O)NC(CC(C)C)C(=O)OCc1cc(=O)n2cc(Br)ccc2n1 (stereo not drawn)	1	-19	i	-0.4	26	1	3	3	-10	0
CCC1CCCCN1C(=S)NC(=O)c1ccc(F)c(S(=O)(=O)N2CCOCC2)c1 (stereo not drawn)	7	0	i	-2.7	0	15	-8	-3	-6	-1
Cc1ccc(C(=O)OC/C(O)=C(\C#N)c2nc3ccccc3[nH]2)cc1S(=O)(=O)N1CCOCC1	3	19	i	2.0	-7	-41	-12	13	18	-4
Clc1ccccc1CSC1=NCCCN1	3	1	i	-0.5	0	10	-2	-2	-21	1
Clc1cccc(-c2nc3ccc(Cl)cn3c2Cc2ccsc2)c1	1	9	i	1.7	1	-26	nt	6	35	-1
Cc1ccccc1Cn1cnc2c(oc3ccccc32)c1=O	-5	4	i	-0.3	0	8	4	-7	-1	2
Cc1ccc(S(=O)(=O)NC2=NCN(Cc3cccnc3)CN2)cc1	-2	-4	i	-0.5	2	-3	4	5	-24	0
CC(=O)Nc1ccc(NC(=O)Cc2ccc(-c3ccccc3)cc2)cc1	2	1	i	-1.6	-17	-5	1	-8	-2	-2
O=C(Nc1ccc(N2CCCCC2)c(C(=O)O)c1)c1ccco1	-6	1	i	0.1	6	8	-2	0	-18	3
Cc1cccc(N2CCN(C(=O)NC3CCCCC3)CC2C)c1 (stereo not drawn)	0	1	i	-1.2	-1	11	-7	-7	8	0
Cn1ncc(Br)c1NC(=O)Nc1ccc(OC(F)(F)F)cc1	4	2	i	0.7	5	-8	-18	-8	5	1
CC(C)(C)OC(=O)N1CCC(C(=O)N2CCCCCC2)CC1	-2	0	i	-1.1	2	3	-2	5	17	2

Pulled by structure from the entries so far (three):
SMILES	MT1-MMP act inh	SUMO1 PPI mod	Rpn11 inh	LMPTP block	DNMT1 inh	NRP1-CendR mod	Scp1 inh	NadD inh	SKN-1 block	STEP inh
Cc1ccccc1Cn1cnc2c(oc3ccccc32)c1=O	-5	4	i	-0.3	0	8	4	-7	-1	2
CCC1CCCCN1C(=S)NC(=O)c1ccc(F)c(S(=O)(=O)N2CCOCC2)c1 (stereo not drawn)	7	0	i	-2.7	0	15	-8	-3	-6	-1
Cc1cccc(N2CCN(C(=O)NC3CCCCC3)CC2C)c1 (stereo not drawn)	0	1	i	-1.2	-1	11	-7	-7	8	0

Following part
SMILES	MT1-MMP act inh	SUMO1 PPI mod	Rpn11 inh	LMPTP block	DNMT1 inh	NRP1-CendR mod	Scp1 inh	NadD inh	SKN-1 block	STEP inh
Nc1scc(-c2ccncc2)c1Cl	0	-3	i	0.2	-1	7	-3	-4	14	4
CCc1n[nH]c(=S)n1/N=C/c1ccc(NC(C)=O)cc1	-6	-4	i	-1.6	1	3	6	4	9	-4
CN(C)S(=O)(=O)c1cccc(NC(=O)COc2ccccc2C(=O)NCc2ccccc2)c1	-3	3	i	0.2	-3	-2	-8	-7	-15	-1
CC1(C(=O)NS(=O)(=O)c2ccc(C#N)cc2)CCN1C(=O)Cc1ccsc1 (stereo not drawn)	1	-1	i	-1.8	5	-4	nt	0	-17	1
COc1ccc(C2CC(c3cccc(C)c3)n3ncnc3N2)cc1 (stereo not drawn)	0	6	i	-1.0	0	10	-8	-2	6	0
COc1ccc(-n2cnc3cc(NS(=O)(=O)c4ccccc4)ccc32)cc1	0	5	i	0.6	-4	10	5	2	1	-2
O=C(c1cc(=O)[nH]c2ccccc12)N1CCN(Cc2ccc3c(c2)OCO3)CC1	-1	3	i	2.1	-1	-10	4	3	7	-2
Cc1ccc(S(=O)(=O)NC(=O)Nc2ccc(OC(F)F)cc2)cc1	-4	4	i	0.3	3	8	-8	-3	-10	1
Cc1ccccc1CN(C)CCc1ccccn1	0	1	i	-0.8	4	3	-1	-7	-4	4
CC1CCN(S(=O)(=O)N2CCC(C(=O)NC3CCCC3)CC2)CC1	7	2	i	-1.3	0	20	-1	2	1	-1
CCc1nc2ccc(C(=O)NCc3ccc4c(c3)OCO4)cn2c1N(C)Cc1cccs1	0	3	i	2.8	-8	10	nt	1	19	3
CCCCOc1ccc(C(=O)N2CCCC2)cc1	5	-2	i	-2.1	0	0	-8	-3	-6	0
Brc1c(CSc2nc3ccccc3o2)nc2ncccn12	-1	-1	i	1.6	-1	12	-5	-5	-17	-2
Cc1cccc(NC(=O)c2ccc(S(=O)(=O)N3CC(C)OC(C)C3)cc2)n1 (stereo not drawn)	-5	2	i	0.4	2	-1	-1	6	4	0
